SV40 large T antigen: TAg ATPase/helicase activity blockers – biochemical (AID 1903). SV40 large T antigen ATPase/helicase inhibition assay; higher % means a stronger effect. inhibition, % at 20 µM, or IC50 in µM where a hit was titrated. 310,000 compounds, 0.39% hits; in the data active = a potency from the dose series; inconclusive = inhibition mostly from about 32% at the one dose, without a potency; inactive = the rest, 99 in 100 with inhibition below about 32%; note: strong numbers were not always called active
RSV antiviral HEp-2: RSV antiviral activity via CPE protection, HEp-2 cells, primary 10 µM value included (AID 2391). HEp-2 cells, RSV-induced CPE inhibition; higher % means a stronger effect. one-dose CPE inhibition, % at 10 µM; IC50 in µM for titrated hits. 310,000 compounds, 0.13% hits; in the data active = a potency from the dose series; inconclusive = CPE inhibition mostly from about 23% at the one dose, without a potency; inactive = the rest, 99 in 100 with CPE inhibition below about 21%; note: strong numbers were not always called active
HIV peptide binding: inhibitors of HIV fusion peptide binding, primary screen, biochemical, uHTS, fluorescence dequenching (AID 1986); cell-free peptide binding, fluorescence dequenching, 30 min; higher % means a stronger effect; inhibition, % at 20 µM; hits with a dose series show IC50 in µM; 290,000 compounds, 0.3% hits; in the data active = inhibition mostly above about 52%, no sharp cut-off; inactive = mostly below about 76%; note: some results filed as inactive read as strong as hits
PhoP inhibition: inhibitors of PhoP regulon expression, primary screen, Salmonella Typhimurium, GFP reporter (AID 1863); S. Typhimurium PhoP-regulated promoter GFP reporter, 4 h; higher % means a stronger effect; inhibition, % at 50 µM; hits with a dose series show IC50 in µM; 300,000 compounds, 0.16% hits;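 active = inhibition over 29.93%, a cutoff 3 SD above the screen mean, later confirmed by dose response; inconclusive = inhibition over 29.93% but no dose response follow-up; inactive = inhibition at most 29.93% or unconfirmed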;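 note: 0% = low Mg2+ inducing control and 100% = high Mg2+ repressing control; strong numbers were not always called active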
MgcRacGAP inhibition: MgcRacGAP GTPase-activating activity inhibitors, confirmation, biochemical, ADP Hunter fluorescence. inhibition, % at 30 µM; hits with a dose series show IC50 in µM. AID 624330. MgcRacGAP-stimulated Rac1 GTP hydrolysis, ADP Hunter fluorescence; higher % means a stronger effect; GST-tagged Rac1 F28L mutant substrate. 340,000 compounds, 0.6% hits;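 active = first-screen hits whose inhibition reached a set limit at any dose in the follow-up dose series; inconclusive = inhibition above the set first-screen limit but never retested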;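 note: fluorescence reports GDP produced by GAP-driven GTP hydrolysis; strong numbers were not always called active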
GPR35 antagonists: GPR35 antagonists blocking zaprinast-driven arrestin recruitment, primary screen, imaging, U2OS, beta-arrestin-GFP, zaprinast agonist (AID 2058); U2OS GPR35 beta-arrestin-GFP translocation imaging, zaprinast antagonism; higher % means a stronger effect; inhibition, % at 10 µM, or IC50 in µM where a hit was titrated; 290,000 compounds, 0.052% hits;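 active = inhibition of at least 50% with at least 30 cells and total cytoplasm GFP at most 10,000,000; inconclusive = under 30 cells or total GFP of 10,000,000 plus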
K1F lysis inhibition: protection from phage-mediated lysis, alamar blue read-out – E. coli UTI89, K1F phage, bacterial capsule biogenesis inhibitors (AID 488966); E. coli UTI89 K1F phage lysis, alamar blue, 2 h; higher % means a stronger effect; one-dose inhibition, % at 100 µM; IC50 in µM for titrated hits; 340,000 compounds, 0.02% hits;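 active = phage lysis inhibition, versus mean bacterial control, above a set limit; inconclusive = no clear call, values can overlap the other calls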;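 note: capsule biogenesis inhibitors block K1F phage lysis so surviving cells raise fluorescence; higher fluorescence means more inhibition of phage lysis; actives were called in the ten point dose series up to 300 µM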
GPR55 antagonists: GPR55 antagonists blocking LPI-driven arrestin recruitment, primary screen, imaging, U2OS, beta-arrestin-GFP, LPI agonist (AID 2013). 290,000 compounds, 0.13% hits. inhibition, % at 10 µM; hits with a dose series show IC50 in µM. U2OS GPR55 beta-arrestin-GFP translocation imaging, LPI antagonism; higher % means a stronger effect;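 active = spots per cell inhibited over 60%, with over 100 cells counted and total cytoplasm intensity under 500,000; inconclusive = wells with under 100 cells, flagged as likely toxic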;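 note: U2OS cells stably carrying GPR55 and arrestin-GFP stimulated by 5 µM LPI near EC80; imaged beta-arrestin-GFP aggregate spots per cell after agonist stimulation; plate controls were LPI-stimulated DMSO wells for no effect and DMSO wells without LPI for full effect; some results filed as inactive read as strong as hits; confirmed hits need IC50 under 10 µM and bright autofluorescent wells are also inconclusive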
NS5 inhibitors: flavivirus cap methylation enzyme inhibition – biochemical, confirmation dose response, primary screen (AID 588689); Dengue-2 NS5 methyltransferase capping enzyme assay, biochemical; higher % means a stronger effect; 340,000 compounds, 0.3% hits; inhibition, % at 25 µM; hits with a dose series show IC50 in µM; in the data active = a potency from the dose series; inconclusive = inhibition above about 29% without an active follow-up result
Starred values were filed as active, the others as inactive; [ ] = dose if it differs, or a comment. Some of the compounds tested; the hit share may differ from the screen's.

`COC(=O)C1=C(c2cccc(C#N)c2)C[C@@H]2CC[C@H]1N2C(=O)NCCOc1ccccc1` gave RSV antiviral HEp-2 -0.3%, MgcRacGAP inhibition -2%, K1F lysis inhibition 0.4% and NS5 inhibitors -7%.
`O=[N+]([O-])c1cccc(CCl)c1` gave RSV antiviral HEp-2 -0.5%, MgcRacGAP inhibition -5%, K1F lysis inhibition -1.4% and NS5 inhibitors -2%.
COc1cc2c(cc1OC)C13CCN4CC5=CCOC6CC(=O)N2C1C6C5CC43 (stereo unspecified) (tested in a mixture with another compound) was read as SV40 large T antigen 16%, HIV peptide binding -1.1%, PhoP inhibition -9%, MgcRacGAP inhibition 2%, GPR35 antagonists 11%, K1F lysis inhibition 5.7%, GPR55 antagonists 14% and NS5 inhibitors 1%.
Screening COC(=O)C1=C(c2cccc(OCc3ccccc3)c2)C[C@@H]2CC[C@H]1N2C(=O)NCc1ccccc1 returned RSV antiviral HEp-2 6.5%, MgcRacGAP inhibition 9%, K1F lysis inhibition -2.9% and NS5 inhibitors 1%.
Screening Cn1c(O)c(/C=C/C=Nc2ccccc2)c(=O)n(C)c1=S returned SV40 large T antigen 1%, RSV antiviral HEp-2 3.8%, HIV peptide binding 91%*, PhoP inhibition -24%, MgcRacGAP inhibition 6%, GPR35 antagonists 19%, K1F lysis inhibition -0.8%, GPR55 antagonists 6% and NS5 inhibitors -2%.
`CN1C[C@@H]2C[C@@H](c3cccn3-c3ccccn3)N3CCC[C@@]23C1=O` gave SV40 large T antigen 16%, RSV antiviral HEp-2 0.1%, HIV peptide binding 0.7%, PhoP inhibition 2%, MgcRacGAP inhibition 1%, GPR35 antagonists 3%, K1F lysis inhibition 0.3%, GPR55 antagonists 11% and NS5 inhibitors 2%.
O=C1C2CCCN2C(c2cccnc2)N1c1cccc(Cl)c1 (stereo unspecified) was read as SV40 large T antigen 0%, RSV antiviral HEp-2 0.9%, HIV peptide binding 2.4%, PhoP inhibition 2%, MgcRacGAP inhibition -6%, GPR35 antagonists -4%, K1F lysis inhibition 0.3%, GPR55 antagonists -1% and NS5 inhibitors -3%.
`Cn1c(O)c(C(c2ccccn2)c2c(O)n(C)c(=S)n(C)c2=O)c(=O)n(C)c1=S` gave SV40 large T antigen 6%, RSV antiviral HEp-2 -1.5%, HIV peptide binding 7.5%, PhoP inhibition 0%, MgcRacGAP inhibition 3%, GPR35 antagonists 3%, K1F lysis inhibition -0.2%, GPR55 antagonists 14% and NS5 inhibitors 2%.
For CNC(=O)ON(C(=O)NC)C1N(C)C(=S)SC1(C)C (stereo unspecified) the results were SV40 large T antigen 5%, RSV antiviral HEp-2 -0.2%, HIV peptide binding -0.9%, PhoP inhibition -6%, MgcRacGAP inhibition 4%, GPR35 antagonists 6%, K1F lysis inhibition -0.3%, GPR55 antagonists -2% and NS5 inhibitors -2%.
Screening CC(C)c1c(CN(C)C(C)Cc2ccccc2)n(C)n(-c2ccccc2)c1=O (stereo unspecified) returned SV40 large T antigen 22%, RSV antiviral HEp-2 12%, PhoP inhibition 1%, MgcRacGAP inhibition 3%, K1F lysis inhibition 4.1% and NS5 inhibitors -2%.
Screening Cc1ccc(N2C(=O)NC(=O)/C(=C\c3cc(C)n(-c4cc(C(=O)O)cc(C(=O)O)c4)c3C)C2=O)cc1 returned SV40 large T antigen 17%, RSV antiviral HEp-2 7.1%, HIV peptide binding 27%, PhoP inhibition 4%, MgcRacGAP inhibition 27%, GPR35 antagonists 1%, K1F lysis inhibition 0.3%, GPR55 antagonists 5% and NS5 inhibitors 27%.
Screening CCN1C[C@]2(COC)CC[C@H](O)[C@@]34C5C[C@@H]6[C@@H](OC)C[C@@](O)(C5[C@H]6O)[C@](O)([C@@H](OC)C23)[C@@H]14 (stereo partly specified) returned SV40 large T antigen 1%, RSV antiviral HEp-2 2.6%, PhoP inhibition 3%, MgcRacGAP inhibition -3%, K1F lysis inhibition 1.4% and NS5 inhibitors 0%.
For CN1CCc2c(c(N3CCCCC3)nc3n[nH]c(N)c23)C1 the results were SV40 large T antigen 2%, RSV antiviral HEp-2 -0.4%, HIV peptide binding 0.3%, PhoP inhibition 3%, MgcRacGAP inhibition 8%, GPR35 antagonists -7%, K1F lysis inhibition 1.7%, GPR55 antagonists 7% and NS5 inhibitors -1%.
Screening C/C(=N\NC(=O)c1ccncc1)c1c(O)n(-c2ccccc2)c(=O)[nH]c1=O returned SV40 large T antigen 4%, HIV peptide binding 1.3%, PhoP inhibition -1%, GPR35 antagonists 7% and GPR55 antagonists 5%.
`Cc1ccccc1OP(N)(=O)Oc1ccccc1C` gave SV40 large T antigen 9%, RSV antiviral HEp-2 0.2%, HIV peptide binding 0.7%, PhoP inhibition -5%, MgcRacGAP inhibition 4%, GPR35 antagonists -20%, K1F lysis inhibition 0.6%, GPR55 antagonists 5% and NS5 inhibitors -2%.
For O=C(COC(=O)Cc1ccccc1)NCCNC(=O)COC(=O)Cc1ccccc1 the results were SV40 large T antigen 10%, RSV antiviral HEp-2 -0.4%, PhoP inhibition -8%, MgcRacGAP inhibition 9%, K1F lysis inhibition 1.5%[50 µM] and NS5 inhibitors 6%.
`O=C(CCc1ccc(O)cc1)N1C[C@H]2C[C@@H](C1)c1cccc(=O)n1C2` gave RSV antiviral HEp-2 1.5%, HIV peptide binding 0.3%, MgcRacGAP inhibition 9%, GPR35 antagonists -16%, K1F lysis inhibition -1.8%, GPR55 antagonists 8% and NS5 inhibitors 7%.
Oc1ccc2c3c1O[C@H]1c4[nH]c5ccccc5c4C[C@@]4(O)[C@@H](C2)N(CC2CC2)CC[C@]314 was read as SV40 large T antigen 16%, RSV antiviral HEp-2 -1.4%, PhoP inhibition -7%, MgcRacGAP inhibition 1%, K1F lysis inhibition 10% and NS5 inhibitors -14%.
Screening CCN(CC)c1ccc(CN2CC=C(c3ccc(F)cc3)CC2)cc1 returned SV40 large T antigen 11%, RSV antiviral HEp-2 -1.9%, HIV peptide binding 2.7%, PhoP inhibition 5%, MgcRacGAP inhibition 22%, GPR35 antagonists -1%, K1F lysis inhibition 0.1%, GPR55 antagonists 8% and NS5 inhibitors 3%.
`CCC(C)N1C(=O)NC(=O)C2(Cc3cc(C)ccc3N(C)C2)C1=O` (stereo unspecified) gave SV40 large T antigen 8%, RSV antiviral HEp-2 -0.2%, HIV peptide binding 1.2%, PhoP inhibition -19%, MgcRacGAP inhibition 11%, GPR35 antagonists 2%, K1F lysis inhibition 0.0%, GPR55 antagonists -2% and NS5 inhibitors 11%.

Of the compounds above, these contain a Cl atom:
`O=[N+]([O-])c1cccc(CCl)c1` gave RSV antiviral HEp-2 -0.5%, MgcRacGAP inhibition -5%, K1F lysis inhibition -1.4% and NS5 inhibitors -2%.
O=C1C2CCCN2C(c2cccnc2)N1c1cccc(Cl)c1 (stereo unspecified) was read as SV40 large T antigen 0%, RSV antiviral HEp-2 0.9%, HIV peptide binding 2.4%, PhoP inhibition 2%, MgcRacGAP inhibition -6%, GPR35 antagonists -4%, K1F lysis inhibition 0.3%, GPR55 antagonists -1% and NS5 inhibitors -3%.

Other records
`Cc1cc(OCC(=O)NCc2ccc(S(N)(=O)=O)cc2)c2c3c(c(=O)oc2c1)CCC3` gave SV40 large T antigen 0%, RSV antiviral HEp-2 -0.9%, HIV peptide binding 1.2%, PhoP inhibition 2%, MgcRacGAP inhibition 4%, GPR35 antagonists 25%, K1F lysis inhibition 0.1%, GPR55 antagonists 0% and NS5 inhibitors 4%.
`CCCC(=O)NC(Oc1ccc(OC)cc1)C(Cl)(Cl)Cl` (stereo unspecified) gave SV40 large T antigen 2%, RSV antiviral HEp-2 0.0%, HIV peptide binding 0.3%, PhoP inhibition -9%, MgcRacGAP inhibition 13%, GPR35 antagonists 16%, K1F lysis inhibition 0.1%, GPR55 antagonists 22% and NS5 inhibitors -4%.
For CCOC(=O)C1(CCOc2ccccc2)CCN(Cc2ccccc2OC)CC1 the results were SV40 large T antigen 6%, RSV antiviral HEp-2 1.9%, HIV peptide binding 1.2%, PhoP inhibition 6%, MgcRacGAP inhibition 6%, GPR35 antagonists 7%, K1F lysis inhibition 0.0%, GPR55 antagonists 24% and NS5 inhibitors -10%.
COC(=O)C1=C(c2ccc(Cl)c(C(F)(F)F)c2)C[C@@H]2CC[C@H]1N2C(=O)NC(C)C was read as RSV antiviral HEp-2 0.4%, MgcRacGAP inhibition 8%, K1F lysis inhibition 0.0% and NS5 inhibitors -5%.
For Cc1nn(C)c(C)c1/C=C1/CC2C3CC=C4CC(O)CCC4(C)C3CCC2(C)C1=O (stereo unspecified) the results were SV40 large T antigen -1%, RSV antiviral HEp-2 inconclusive, HIV peptide binding -2.0%, PhoP inhibition 2%, MgcRacGAP inhibition 7%, GPR35 antagonists -14%, K1F lysis inhibition -0.4%, GPR55 antagonists -4% and NS5 inhibitors -6%.
`Cc1ccc(S(=O)(=O)CC(=O)c2cc(C)c(OC(=O)N(C)C)c(C)c2)cc1` gave SV40 large T antigen 5%, RSV antiviral HEp-2 -0.5%, HIV peptide binding 0.4%, PhoP inhibition 1%, MgcRacGAP inhibition 2%, GPR35 antagonists 7%, K1F lysis inhibition 0.4%, GPR55 antagonists 2% and NS5 inhibitors -6%.
CC(C)(C)c1ccc(O)c(CN2CCN(c3ccccc3)CC2)c1 was read as SV40 large T antigen 21%, RSV antiviral HEp-2 3.7%, HIV peptide binding 4.2%, PhoP inhibition 5%, MgcRacGAP inhibition 2%, GPR35 antagonists -4%, K1F lysis inhibition 0.4%, GPR55 antagonists 4% and NS5 inhibitors 1%.
`NC(Cc1ccccc1)c1nc(-c2ccccc2)no1` (stereo unspecified) gave SV40 large T antigen 28%, RSV antiviral HEp-2 2.1%, HIV peptide binding 0.4%, PhoP inhibition 1%, MgcRacGAP inhibition 1%, GPR35 antagonists 2%, K1F lysis inhibition 0.2%[50 µM], GPR55 antagonists 6% and NS5 inhibitors -17%.
O=c1[nH]c(=S)n(CCC2=CCCCC2)c(O)c1/C=N/N1CCOCC1 was read as SV40 large T antigen 11%, RSV antiviral HEp-2 2.0%, HIV peptide binding 5.0%, PhoP inhibition -11%, GPR35 antagonists 7% and GPR55 antagonists -3%.

Bioassay records: PubChem, several laboratories
